High-throughput results as filed in PubChem BioAssay.
Arrestin-AP2 inh – inhibitors of beta-arrestin/AP2 binding, primary screen, biochemical, GPCR trafficking, flow cytometry; inhibition, % at 10 µM; FITC-arrestin peptide / GST-AP2 beads; AP2 beta2 appendage carries R879A mutation; actives 0.31% (n = 340,000); AID 504490, 2011;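 active means inhibition above a set limit, near 3 SD of compounds lacking own fluorescence, cut at about 54% in these data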;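 further: plate controls were DMSO wells for no effect and 5 µM unlabelled arrestin peptide for full effect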
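Material – AP2 appendage R879A on GSH beads · Buffer or medium – PBS with 0.05% Tween 20 and 0.1% BSA · Probe or stimulus – fluorescein-tagged arrestin peptide at 50 nM final · Incubation – compound with beads 12 min RT, then probe 1 h RT · Detection – high-throughput flow cytometry of beads, ex 488, em 535 nm · Evaluation – percent response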
NSD2 inh – NSD2 histone methyltransferase inhibitors, primary screen, biochemical, AlphaScreen, single concentration, set 2 | Histone-lysine N-methyltransferase NSD2 (Homo sapiens), O96028 | NSD2 peptide methylation, 120 min | inhibition, % at 12.5 µM | actives 0.54% (n = 310,000) | AID 743445, 2014; in the data active means inhibition above about 50%
CAL PDZ FP-1 – CAL PDZ peptide-binding inhibitors, primary screen, biochemical, fluorescence polarization, Cer-tagged CAL PDZ, HTS; Golgi-associated PDZ and coiled-coil motif-containing protein (Homo sapiens), Q9HD26; purified CAL PDZ, TMR-peptide fluorescence polarization, 1 h; inhibition, % at 20 µM; actives 0.02% (n = 330,000); AID 504414, 2011;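 active means highest replicate inhibition of at least 40%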;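 further: plate controls were DMSO neutral control wells for no effect and unlabeled competitor peptide control wells for full effect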
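Material – purified CerCALP PDZ construct · Detection – FP readout, S and P plane fluorescence · Measure – percent inhibition from loss of millipolarization · Controls – unlabelled peptide for full inhibition, DMSO wells as neutral · Probe or stimulus – TMR-labelled reporter peptide T*-PRC34 bound in PDZ groove · Times – 1 h at RT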
DAGLB inh – DAGLB lipase inhibitors, primary screen, biochemical, fluorescence, HTS; Diacylglycerol lipase-beta (Homo sapiens), Q8NCG7; actives 0.059% (n = 340,000); HEK293T DAGLB membrane lysate, EnzChek fluorogenic substrate; inhibition, % at 5.17 µM; in the data active means inhibition above about 34%;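 further: 0% = enzyme with vehicle and 100% = wells lacking enzyme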
CAL PDZ FP-2 – untagged CAL PDZ binding inhibitors, primary screen, biochemical, fluorescence polarization, HTS; Golgi-associated PDZ and coiled-coil motif-containing protein (Homo sapiens), Q9HD26; purified CAL PDZ, TMR-peptide fluorescence polarization, 1 h; inhibition, % at 24.9 µM; actives 0.92% (n = 300,000); AID 602252, 2012;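 active means mean inhibition of at least 30% with at least half of replicates also reaching 30%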;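 further: 0% = DMSO neutral control and 100% = excess unlabeled competitor peptide PRC23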
Pemphigus Ab inh – inhibitors of pemphigus antibody binding to DSG3, primary screen, biochemical, bead-based, flow cytometry, scFv-GFP; actives 0.48% (n = 310,000); DSG3-coupled beads, scFv-anti-DSG3-GFP binding; active compounds read low; binding (percent of control), % at 10 µM; AID 588358, 2011; Desmoglein-3 (Homo sapiens), P32926;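 active means binding more than 3 SD below its plate's average and above zero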;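 further: hits lower antibody fragment binding to DSG3; some compounds called inactive have numbers as strong as hits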
C-LANA FP – inhibitors of KSHV C-LANA binding to DNA, primary screen, biochemical, fluorescence polarization, FAM-LBS DNA, MBP-C-LANA, single point | Kaposi's sarcoma herpesvirus LANA C-terminal domain (residues 932-1162) DNA binding | inhibition, % at 9 µM | actives 0.078% (n = 340,000) | AID 504423, 2011;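 active means highest replicate inhibition at or above 60% at 9 µM, even if other replicates fall short; inactive means all replicates below 60% inhibition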;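 further: 0% = neutral control wells and 100% = 4 µM acridine orange control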
Keap1-Nrf2 PPI – Keap1-Nrf2 protein-protein interaction inhibitors, primary screen, biochemical, fluorescence polarization, single point. Kelch-like ECH-associated protein 1 (Homo sapiens), Q14145. Keap1 Kelch-Nrf2 peptide fluorescence polarization, 1536-well. inhibition, % at 9.4 µM. actives 0.15% (n = 340,000); in the data active means inhibition above about 12%;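 further: human Keap1 Kelch domain with fluorescein labeled Nrf2 9mer peptide probe; 0% = neutral control wells and 100% = peptide positive control; higher means more block of Keap1 binding to Nrf2 peptide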
Target sequence (Q14145 whole entry, looked up, the tested form may be a part): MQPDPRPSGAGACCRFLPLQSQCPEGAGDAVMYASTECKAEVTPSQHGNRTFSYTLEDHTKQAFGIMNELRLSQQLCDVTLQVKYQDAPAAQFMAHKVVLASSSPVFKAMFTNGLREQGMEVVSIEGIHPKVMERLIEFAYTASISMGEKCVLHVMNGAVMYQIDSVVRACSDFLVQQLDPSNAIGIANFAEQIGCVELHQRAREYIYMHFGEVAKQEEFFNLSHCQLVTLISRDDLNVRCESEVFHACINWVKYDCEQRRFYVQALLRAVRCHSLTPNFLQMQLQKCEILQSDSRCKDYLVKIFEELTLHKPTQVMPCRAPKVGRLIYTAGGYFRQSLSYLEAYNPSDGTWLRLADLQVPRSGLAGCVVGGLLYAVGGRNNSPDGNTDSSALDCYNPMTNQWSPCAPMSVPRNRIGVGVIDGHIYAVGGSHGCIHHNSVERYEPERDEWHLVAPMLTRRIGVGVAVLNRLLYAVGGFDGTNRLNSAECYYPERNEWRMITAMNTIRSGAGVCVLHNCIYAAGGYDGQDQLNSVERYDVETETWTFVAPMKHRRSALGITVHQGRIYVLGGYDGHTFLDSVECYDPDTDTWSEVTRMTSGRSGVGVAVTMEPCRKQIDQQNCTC
Cardiac RTF inh – cardiac RTF calcium sensitivity inhibitors, primary screen, biochemical, IANBD-TnC fluorescence, EC70 calcium; IANBD-labeled cardiac RTF, Ca2+ fluorescence; Troponin I, cardiac muscle (Homo sapiens) + Troponin T, cardiac muscle (Homo sapiens) + …; inhibition, % at 7.15 µM; AID 493244, 2011; actives 0.12% (n = 340,000);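 active means inhibition above the mean inhibition of all tested compounds plus 3 SD, cut at about 17% in these data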;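 further: assay run at fixed EC70 calcium of 1.6 mM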
V-ATPase pHluor – regulators of yeast V-ATPase proton pumping, primary screen, pHLuorin cytosolic pH fluorescence; S. cerevisiae; actives 0.37% (n = 350,000); response, % at 10 µM; in the data active means response mostly above about 7.3%, no sharp cut-off; inactive means mostly below about 5.4%; further: actives read high; inactives centre near 0; some compounds called inactive have numbers as strong as hits
Numbers without * were called inactive; x = not tested or not shown.

structure,Arrestin-AP2 inh,NSD2 inh,CAL PDZ FP-1,DAGLB inh,CAL PDZ FP-2,Pemphigus Ab inh,C-LANA FP,Keap1-Nrf2 PPI,Cardiac RTF inh,V-ATPase pHluor
CCN=C1S/C(=C\c2cn(C(C)=O)nc2-c2ccccc2)C(=O)N1CC,-13,-3,-1.6,-11,1,100,1.5,-3,-3,2
COc1cc(NC(C)=O)c2ncccc2c1[N+](=O)[O-],3,8,-0.4,-4,-3,x,1.1,-5,2,1
CNC(=O)c1ccccc1S(=O)(=O)c1ccccc1C#N,-8,-4,-0.5,-4,-3,x,-1.1,-4,-4,3
Cc1ccc(CNC(=O)CN2C(=O)NC3(CC(C)CC(C)(C)C3)C2=O)cc1 (configuration not stated),-2,3,-0.7,1,-4,91,0.4,-3,-5,3
CCOc1ccc(S(=O)(=O)NCc2ccccn2)cc1NC(=O)c1ccccc1,2,0,-2.3,1,-1,98,-0.4,-2,-16,0
Cc1ccc(C(=O)OCC(=O)N(C)c2ccccc2)cc1C,7,-2,-2.4,-2,-4,108,-0.7,-7,1,-4
Cc1ccc(C)c(OCCC(=O)OCC(=O)Nc2ccc(C)c(S(=O)(=O)N3CCCCC3)c2)c1,-3,-5,-1.0,-5,x,98,0.7,-2,-2,-8
COc1cc(C(=O)NCC(c2cccs2)N2CCOCC2)ccc1OCc1ccccc1 (configuration not stated),x,-2,x,-2,x,103,x,x,x,-2
Cc1ccc(-c2nc(CS(=O)(=O)CC(=O)N3CC(C)CC(C)C3)c(C)o2)cc1 (configuration not stated),-4,x,-1.1,2,-9,103,-1.1,-5,5,-6
O=C(Nc1ccc2c(c1)OCO2)c1cc(-c2ccccc2Cl)on1,2,-4,-3.2,-6,-7,92,1.5,0,-28,-1
COc1cc(OC)cc(C(=O)OC/C(O)=C(\C#N)c2nc3ccccc3[nH]2)c1,5,x,-1.2,4,-9,98,0.7,1,-2,-4
CCc1ccc(C(=O)NNC(=O)C2CSC3(C)CCC(=O)N23)cc1 (configuration not stated),2,0,-1.3,2,x,92,-1.2,-3,-21,-3
Cc1nn(CC(=O)c2ccc(Cl)cc2Cl)c(C)[n+]1N,3,-1,0.1,3,-10,x,0.5,-3,-8,-4
COc1cccc(NC(=O)CC(=O)c2ccc([N+](=O)[O-])cc2)c1,29,0,-0.7,-1,-6,105,0.5,2,-1,-1
CCOC(=O)C1=NN(N=O)C2(CC(=O)N(c3cc(C)cc(C)c3)C2=O)C1 (configuration not stated),8,1,-0.1,4,-3,95,-2.4,9,1,-1
Cc1ccc(S(=O)(=O)N2CCCCC2)cc1NC(=O)CSCC(=O)O,14,0,0.0,1,-6,101,-0.9,-7,-3,0
Cc1nc2ccc(NC(=O)c3cnc(Cl)c(Cl)c3)cc2s1,-12,25,-2.3,-2,x,x,-0.5,-3,0,0
C#CC(C)(CC)NC(=O)c1cc(OC)c(OC)c(OC)c1 (configuration not stated),34,x,-0.5,-1,x,109,0.9,-5,-3,-2
COC(=O)C1CN(C(=O)C(C)Oc2ccc(C(C)C)cc2)c2ccccc2O1 (configuration not stated),29,15,0.3,-9,1,104,-0.8,4,-4,-3
Cn1nnnc1SCC(=O)Nc1ccc(Oc2ccc(Cl)cc2)cc1,-3,1,0.5,-3,0,97,-0.3,-2,-10,-2

In a second layout: entries from further up
Below each SMILES: Arrestin-AP2 inh, NSD2 inh, CAL PDZ FP-1, DAGLB inh, CAL PDZ FP-2, Pemphigus Ab inh, C-LANA FP, Keap1-Nrf2 PPI, Cardiac RTF inh, V-ATPase pHluor
> CCOC(=O)C1=NN(N=O)C2(CC(=O)N(c3cc(C)cc(C)c3)C2=O)C1 (configuration not stated)
→ 8, 1, -0.1, 4, -3, 95, -2.4, 9, 1, -1
> COC(=O)C1CN(C(=O)C(C)Oc2ccc(C(C)C)cc2)c2ccccc2O1 (configuration not stated)
→ 29, 15, 0.3, -9, 1, 104, -0.8, 4, -4, -3

Carrying on:
structure,Arrestin-AP2 inh,NSD2 inh,CAL PDZ FP-1,DAGLB inh,CAL PDZ FP-2,Pemphigus Ab inh,C-LANA FP,Keap1-Nrf2 PPI,Cardiac RTF inh,V-ATPase pHluor
COc1ccc(/C=C/C(=O)OCC(=O)c2ccc(S(=O)(=O)N3CCCCC3)cc2)cc1OC,1,0,-0.3,-1,x,75,-0.1,-2,-5,2
COc1ccc(NC(=O)c2ccccc2)c([N+](=O)[O-])c1,8,x,-0.8,-6,-4,67,-0.9,-3,0,-2
NC(=O)C(c1ccc(Sc2ccccc2)nn1)c1ccc(Cl)cc1Cl (configuration not stated),-6,2,x,-2,-6,101,-0.2,-1,-12,-2
O=[N+]([O-])c1ccccc1CNCCO,9,x,0.4,1,-3,107,-0.8,-2,0,2
CSc1nc(NC(C)(C)C)nc(Oc2ccc(=O)n(C)n2)n1,-2,1,-1.3,5,-2,109,-1.8,1,-11,3
O=C(Nc1cccc2ccccc12)/C(=C\c1cccc([N+](=O)[O-])c1)NC(=O)c1cccs1,11,-1,-0.6,3,-1,96,-3.3,-5,-4,9
Cc1ccc(CN2CC(C(=O)NCCCSc3ccccc3)CC2=O)cc1 (configuration not stated),-14,0,-1.9,0,-3,102,-0.8,0,-6,-1
O=C(CSc1nncc2ccccc12)Nc1cccc(C(=O)O)c1,7,2,-1.8,-3,x,101,0.0,-9,-5,0
Cc1cc(C)cc(-n2ncc3c2CCCC3NC(=O)CN2CCCCC2=O)c1 (configuration not stated),-8,-1,-1.2,-1,0,111,-1.7,-4,2,-6
CNC(=S)N1CCc2cc(OC)c(OC)cc2C1,10,3,0.1,-1,-2,x,0.2,-2,1,2
O=[N+]([O-])c1cc([N+](=O)[O-])c(Oc2cccnc2Br)cc1NN1CCCCC1,5,x,0.4,1,-4,98,-0.3,0,-18,-1
Cc1cc(C)n(Cc2ccc(NC(=O)c3ccc(COc4ccccc4Br)cc3)cc2)n1,5,-3,-0.4,-3,x,103,-0.2,-5,-5,-4
Cc1cccc(C)c1NC(=O)c1ccc(-n2cncn2)nc1,-3,-2,x,-1,-2,93,-1.0,1,-1,-4
Cc1cc(C)nc(N2CCC(C(=O)NNC(=O)c3ccc(Cl)cc3)CC2)n1,1,-1,0.7,-1,-8,96,-1.0,2,10,2
O=c1c2ccccc2cnn1Cc1n[nH]c(=S)n1-c1ccc(F)cc1,17,-1,-3.0,-2,-6,88,0.3,-1,3,-3
CCOCCCn1c(SCC(=O)NC(C)(C)C)nc2ccccc2c1=O,5,-6,-2.2,-3,x,x,25,-2,-18,0
CCC1CCCCN1C(=O)c1nn2cccnc2c1Cl (configuration not stated),3,-2,0.9,-4,2,110,-0.7,3,-1,2
CC1CCCCN1c1nnc(NC(=O)c2cc(-c3ccc(Br)cc3)on2)s1 (configuration not stated),-5,x,-2.2,5,x,99,-1.5,-4,-3,-3
O=C(COC(=O)c1ccccc1)Nc1cccc(S(=O)(=O)NC2=NCCCCC2)c1,13,-3,-2.4,-1,-2,99,1.0,-3,-6,-1
NC(=O)COC(=O)Cc1coc2cc3c(cc12)CCC3,-14,-2,-3.0,0,-2,112,0.7,-4,3,-2
Cc1ccnc(N2C(=O)c3cccc4c([N+](=O)[O-])ccc(c34)C2=O)c1,3,x,-1.3,-10,0,88,1.1,-4,-29,-27
CC1CN(C(=O)C2CC2)C(C)CN1C(=O)C1CC1 (configuration not stated),-6,-3,-3.9,1,-1,88,-1.8,-2,-20,0
COCCn1nnnc1CN1CCC(O)(c2cccc(C(F)(F)F)c2)CC1,2,-2,-0.6,-5,-5,100,-2.2,-2,0,-3
O=C(Cn1ccc2ccccc2c1=O)NCC(=O)N1CCCCC1,13,-7,-2.0,-3,-2,x,0.7,0,-6,-2
CC(C)(C)c1ccc(-c2nnc(SCC(=O)Nc3sc4c(c3C#N)CCCC4)o2)cc1,-19,-1,-2.1,-5,0,101,-0.7,-2,12,-2
COc1ccc(NS(=O)(=O)c2cc(N)ccc2N2CCOCC2)cc1,27,4,-0.6,0,2,x,-0.9,0,5,3
O=C(NC1CCCCCC1)C1CCN(C(=O)c2ccc(Br)cc2)CC1,0,1,0.2,1,x,103,-0.1,2,-7,-2
Cc1cc(C(=O)Nc2c(C)nn(Cc3ccccc3)c2C)on1,4,x,0.2,-1,x,104,0.4,2,2,2
CC(C)(C)c1cn(-c2ccccc2)c(=S)[nH]1,15,-1,x,-3,-6,x,-0.2,-2,-3,-1
CCOC(=O)/C(=C\c1c[nH]c2ccccc12)NC(C)=O,8,0,0.2,-5,-2,101,-0.5,-2,-16,4
N#Cc1c(N)sc(=S)c2c1CCCC2,89*,12,-0.5,1,-1,104,5.1,0,-8,5
CCCCNC(=O)Cn1cnc2sc(C)c(S(=O)(=O)N3CCN(c4ncccn4)CC3)c2c1=O,29,8,-0.1,0,0,98,4.8,-2,7,2

A portion of the library; the hit share may differ from the screen's.
